MsrA inhibitor – bovine MsrA inhibition; purified bovine MsrA, absorbance read-out; inhibition, % at 15.5 µM; hit rate 0.75% among 360,000; in the data active means inhibition above about 4.5%;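 further: 0% = vehicle wells with enzyme and 100% = reference inhibitor wells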
Neddylation inh – inhibitors of human cullin neddylation. calls only at 25 µM. P61081+Q13564. hit rate 0.58% among 360,000. TR-FRET cullin neddylation, biochemical; in the data active means inhibition above about 36%
Target sequence (P61081 whole entry, looked up): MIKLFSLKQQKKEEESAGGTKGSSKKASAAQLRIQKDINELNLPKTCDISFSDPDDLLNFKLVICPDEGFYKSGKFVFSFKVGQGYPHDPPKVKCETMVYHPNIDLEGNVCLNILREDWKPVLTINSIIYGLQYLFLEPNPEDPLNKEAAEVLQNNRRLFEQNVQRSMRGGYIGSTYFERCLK
Target sequence (Q13564 whole entry, looked up): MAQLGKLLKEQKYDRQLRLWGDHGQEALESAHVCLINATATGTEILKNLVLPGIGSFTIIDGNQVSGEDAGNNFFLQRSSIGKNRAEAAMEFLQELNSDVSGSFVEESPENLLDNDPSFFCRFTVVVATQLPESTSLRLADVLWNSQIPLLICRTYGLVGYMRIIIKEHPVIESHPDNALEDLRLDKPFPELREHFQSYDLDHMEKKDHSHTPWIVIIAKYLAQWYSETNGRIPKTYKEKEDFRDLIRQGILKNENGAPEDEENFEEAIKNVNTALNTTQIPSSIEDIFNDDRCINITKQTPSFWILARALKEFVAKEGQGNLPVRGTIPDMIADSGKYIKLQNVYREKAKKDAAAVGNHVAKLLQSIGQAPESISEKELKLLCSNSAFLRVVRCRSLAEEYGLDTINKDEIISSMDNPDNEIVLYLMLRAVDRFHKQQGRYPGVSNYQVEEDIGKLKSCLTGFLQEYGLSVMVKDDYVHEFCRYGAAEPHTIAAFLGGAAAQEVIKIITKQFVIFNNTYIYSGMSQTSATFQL
SKN-1 inh – blocks SKN-1 activity in C. elegans; C. elegans VP596 Pgst-4::GFP/RFP ratio, acrylamide-induced, 24 h; inhibition, % at 21.8 µM; hit rate 0.49% among 360,000;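 active means interference check ratio from 0.5 to 1.5 plus GFP to RFP signal ratio inhibition reaching or exceeding a fixed threshold, cut at about 30% in these data, passing the limit was not always enough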; further: some compounds called inactive have numbers as strong as hits
CendR NRP1 mod – modulators of CendR peptide binding to human neuropilin-1; O14786; FAM-RPARPAR peptide binding to NRP-1, fluorescence polarization; inhibition, % at 25 µM; hit rate 0.85% among 360,000; AID 602438;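 active means inhibition or corrected inhibition above about 18%, plus a signal ratio from 0.5 to 1.5, limit read from the data, passing the limit was not always enough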; further: strong numbers were not always called active
MT1-MMP act inh – inhibitors of human MT1-MMP activation; P50281; HT1080 RFP-PRO-GFP cells, GFP/RFP ratio fluorescence, overnight; percent of plate control window, DMSO zero; GFP/RFP ratio change, % at 20 µM; hit rate 0.061% among 360,000;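 active means GFP/RFP ratio change of at least 30% with cell ATP level not reduced by more than half and red fluorescence within 50% of control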; further: strong numbers were not always called active
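system = RFP-PRO-GFP reporter HT1080 cells | dosing = 20 µM single dose, 1% DMSO | timing = overnight cell settling, then overnight compound exposure, 37 °C, 5% CO2 | read-out basis = GFP/RFP fluorescence ratio | controls = DMSO and RFP-L50D-GFP cell wells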
bovine MsrA act – activates bovine MsrA enzyme; purified bovine MsrA, absorbance read-out; activation, % at 10.6 µM; hit rate 0.3% among 360,000; AID 602163; in the data active means activation above about 7.5%;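 further: 0% = vehicle and 100% = reference activator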
eLon inh – inhibitors of E. coli Lon protease | P0A9M0 | purified E. coli Lon protease, fluorescence polarization | inhibition, % at 7.94 µM | hit rate 0.42% among 360,000 | AID 602123; in the data active means inhibition above about 13%, passing the limit was not always enough;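 further: 0% = enzyme with probe and DMSO and 100% = no enzyme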
Rin1-Abl PPI inh – blocks binding of human Rin1 to Abl | P00519+Q13671 | TR-FRET Rin1/Abl binding, biochemical | inhibition, % at 7.35 µM | hit rate 0.4% among 360,000; in the data active means inhibition above about 5%, passing the limit was not always enough
FAS TE block – FAS thioesterase (human) inhibition; AID 602261; hit rate 0.67% among 360,000; inhibition, % at 15 µM; recombinant FAS-TE, OMFH fluorogenic substrate, fluorescence endpoint;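 active means compounds whose normalised, plate-corrected inhibition of enzyme fluorescence in the single-dose primary screen is 50% or more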;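 further: 0% = DMSO with enzyme and 100% = substrate without enzyme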
Starred values were filed as active, the others as inactive; i = inactive; nt = not tested or not shown.

SMILES	MsrA inhibitor	Neddylation inh	SKN-1 inh	CendR NRP1 mod	MT1-MMP act inh	bovine MsrA act	eLon inh	Rin1-Abl PPI inh	FAS TE block
FC(F)(F)c1ccccc1NC(=S)Nc1cccc(Cl)c1	0.7	i	7	10	0	-4	-2	4	-1
COC(=O)c1cc(OC)c(OC)cc1NC(=S)N1CCOCC1	2.4	i	0	2	2	-2	-4	1	-1
COc1ccc(-c2cc3ccccc3n2CC(O)Cn2nc(C)cc2C)cc1 (centres undefined)	-1.2	i	19	2	-30	0	44	-7	3
CC1(C(=O)NS(=O)(=O)c2ccc(Cl)s2)CCN1C(=O)c1ccc(C2CCCCC2)cc1 (centres undefined)	-1.1	i	-6	16	1	-1	-12	-4	-4
O=C(CN1C(=O)NC2(CCCC2)C1=O)Nc1ccccc1	-1.4	i	-19	-10	1	-5	5	0	-2
CC(/C=C/c1ccccc1)=N\NC(=O)c1cc(C)[nH]n1	1.9	i	13	6	0	-3	-7	-1	-10
Cc1ccccc1Nc1nnc(SCC(=O)NC2CCCc3ccccc32)s1 (centres undefined)	0.5	i	1	4	3	-1	-21	1	5
Cc1cccc(N2C(=O)CC(N3CCN(Cc4ccc5c(c4)OCO5)CC3)C2=O)c1 (centres undefined)	0.2	i	-2	10	9	1	-8	-2	-4
CCOC(=O)c1ccccc1NC(=O)COC(=O)C1CCCC1	2.1	i	7	0	3	-3	-2	1	20
CCOc1ccc(-c2c(=O)n(OCc3nc4ccccc4[nH]3)c3ccccc3[n+]2[O-])cc1	0.6	i	10	-17	1	-2	0	3	1
CC1=Nc2ccccc2/C1=C\c1nc(-c2ccc(C(F)(F)F)cc2)oc1O	-0.5	i	60	133	-39	-2	-152	6	-72
O=C(C1CCCC1)N1CCC(CC2CC(c3ccc(Cl)cc3)=NO2)(C(=O)NCC2CCCCC2)CC1 (centres undefined)	-0.2	i	-19	18	1	0	0	6	14
Cc1cc(C)cc(N(CCC#N)C(=O)COC(=O)Cn2[nH]c(=O)c3ccccc3c2=O)c1	-0.6	i	11	7	4	0	-2	0	-1
Cc1ccc(C)c(OCCOCCN2CC(C)OC(C)C2)c1C (centres undefined)	0.3	i	-8	-7	1	-7	2	1	-10
CCCN(CCC)C(=O)CSc1nc2c(sc(=S)n2-c2ccc(OCC)cc2)c(=O)[nH]1	0.1	i	3	2	1	-5	-3	-1	15
CC(C)CC(=O)Nc1ccccc1N1CCN(c2ccc(F)cc2)CC1	1.5	i	-3	3	0	-2	0	5	14
CC(C)CSc1nc2ccccc2c(=O)[nH]1	-0.3	i	12	11	-1	1	-7	2	-7
O=C(Nc1ccccc1)N1CCc2scc[n+]2-c2ccccc21	-0.6	i	8	0	3	-6	4	-1	-7
Cn1cccc1C(=O)/C(C#N)=C/c1ccc(F)cc1	0.7	i	9	-119	0	1	-65	0	-9
COc1ccc(C(=O)NCC(=O)OCC(=O)NCc2ccc3c(c2)OCO3)cc1	-0.1	i	11	5	-2	0	6	5	-6
CCCc1nc2c(sc3nc4c(cc32)COC(C)(C)C4)c(=O)n1Cc1ccco1	0.2	i	5	-4	-23	-2	-10	-7	20
COc1ccc(-c2onc(C)c2-c2cnn(-c3ccccc3)c2)c(O)c1	0.6	i	-5	4	0	-3	3	1	31
CC(=O)c1ccc(NC(=O)c2cc(=O)[nH]c3ccccc23)cc1	0.3	i	-8	-23	3	-6	-5	-4	-4
Cc1cccc(NC(=O)c2cccc3c2C(=O)c2ccccc2-3)c1	-1.3	i	-11	-13	6	-1	-3	-4	0

Single records, as listed above. Order of values: MsrA inhibitor, Neddylation inh, SKN-1 inh, CendR NRP1 mod, MT1-MMP act inh, bovine MsrA act, eLon inh, Rin1-Abl PPI inh, FAS TE block
Cc1cccc(NC(=O)c2cccc3c2C(=O)c2ccccc2-3)c1 in the list: -1.3, i, -11, -13, 6, -1, -3, -4, 0
Cc1cc(C)cc(N(CCC#N)C(=O)COC(=O)Cn2[nH]c(=O)c3ccccc3c2=O)c1 in the list: -0.6, i, 11, 7, 4, 0, -2, 0, -1
COc1ccc(-c2onc(C)c2-c2cnn(-c3ccccc3)c2)c(O)c1 in the list: 0.6, i, -5, 4, 0, -3, 3, 1, 31
CC(C)CC(=O)Nc1ccccc1N1CCN(c2ccc(F)cc2)CC1 in the list: 1.5, i, -3, 3, 0, -2, 0, 5, 14
CCCc1nc2c(sc3nc4c(cc32)COC(C)(C)C4)c(=O)n1Cc1ccco1 in the list: 0.2, i, 5, -4, -23, -2, -10, -7, 20

Going on with the list.
SMILES	MsrA inhibitor	Neddylation inh	SKN-1 inh	CendR NRP1 mod	MT1-MMP act inh	bovine MsrA act	eLon inh	Rin1-Abl PPI inh	FAS TE block
O=C(CNS(=O)(=O)c1ccc(Br)s1)Nc1ccc2c(c1)OCCO2	-0.1	i	27	-3	1	-2	-2	0	-3
c1ccc(-n2c(Cc3cn4ccsc4n3)nnc2N2CCOCC2)cc1	2.7	i	2	-8	-4	-3	-2	3	-5
COc1cccc(C(=O)N/N=C/c2cn[nH]c2-c2ccc(OC)cc2OC)c1	0.9	i	16	-4	-2	-7	-4	0	-4
CC(=O)Nc1ccc(S(=O)(=O)Nc2ccc3c(c2)OCCO3)cc1Cl	0.3	i	6	8	2	-2	5	0	4
Cc1cccc(NC(=O)c2cccs2)n1	1.5	i	14	10	0	-1	-2	1	-4
Nc1ncnc(Nc2c(F)cccc2F)n1	1.1	i	-6	12	-3	-1	4	0	-4
CC(Oc1ccccc1F)C(=O)/C=C/N(C)C (centres undefined)	nt	i	9	-4	-3	-3	0	4	-5
COc1ccc(CNC(=O)COC(=O)c2ccccc2C(=O)c2ccccc2)cc1	-0.7	i	1	1	-8	-8	15	-1	0
COc1ccccc1N=NNc1ccccc1OC	0.6	i	34	1	9	-3	-14	-15	-1
Cc1nc2[nH]c(=O)c3c(n2n1)NC1=C(C(=O)CC(C)(C)C1)C3c1ccc(F)cc1 (centres undefined)	-0.1	nt	28	-4	-3	-3	-1	-2	-7
Cc1cccc(Cc2nnc(CCC(=O)NCc3ccncc3C)o2)c1	1.6	i	5	3	-3	-5	4	1	-5
CC(C)CNC(=O)c1cccc2c(-c3ccc(F)c(F)c3)coc12	-0.5	i	10	-8	1	-2	0	1	21
O=C(NC(=O)N1CCN(C(c2ccccc2)c2ccccc2)CC1)c1ccccc1	1.2	i	-6	13	-19	-2	5	-3	3
NNC(=S)NC1CCS(=O)(=O)C1 (centres undefined)	0.5	i	-3	4	-3	-4	-5	-2	-4
CCCCC(=O)NS(=O)(=O)c1ccc(N=NN2CCCCC2)cc1	3.7	i	3	1	5	-9	-1	-2	-11
Cc1ccc(CNc2nc(-c3cccs3)nc3ccccc23)cc1	3.1	i	10	4	7	-2	11	-1	32
CCOCCCNCC(=O)Nc1ccccc1N1CCOCC1	0.6	i	-4	6	8	-1	5	1	-8
O=C(NC(Cc1ccccc1)c1nc2ccccc2[nH]1)C1CC(=O)N(c2ccc3c(c2)OCCO3)C1 (centres undefined)	-0.5	i	0	9	-1	-1	2	3	-3
Cc1cccc(OCc2nnc(SCC(=O)N3c4ccccc4CCc4ccccc43)o2)c1	-0.1	i	7	-3	-9	-3	6	0	24
CN(C)c1cc(-c2cccc(C(F)(F)F)c2)oc(=O)c1Cl	0.0	i	10	-16	-5	-3	-5	-2	4
CC(C)CNS(=O)(=O)c1cc(C(=O)OCC(=O)c2ccc3c(c2)OCCO3)c(Cl)cc1Cl	0.1	i	7	-6	4	1	-4	1	45
CC(C)[C@H](NC(=O)N1c2ccccc2NC(=O)[C@@H]1C(C)C)C(=O)N[C@@H](Cc1ccccc1)C(=O)O	0.4	i	-4	-2	1	2	-12	-2	-8
COc1ccc(-c2nc(C#N)c(N3CCN(c4ccccc4)CC3)o2)cc1	0.8	i	-1	-1	-2	2	4	-3	18
O=c1[nH]cnc2c1C(c1ccc(Cl)cc1)c1c(nc[nH]c1=O)O2	nt	i	-4	-4	-2	-13	-2	7.7*	-4
O=C(CSc1nnc(-c2ccc(S(=O)(=O)N3CCCC3)cc2)o1)NCC1CCCO1 (centres undefined)	0.2	i	2	5	-2	-13	3	1	-1
O=C1CS/C(=N/N=C/c2ccccc2)N1Cc1ccco1	0.0	i	5	6	7	-2	1	-5	17
Nc1cc2nc3ccccc3oc-2cc1=O	0.5	i	21	-71	-16	3	-7	-2	-3
Cc1ccc(F)cc1NS(=O)(=O)c1ccc(Cl)s1	nt	i	-1	-4	-7	-6	9	6	1
CC1(C)CC(NC(=O)COc2ccc3ccccc3c2)CC(C)(C)N1	-0.8	i	0	12	8	-1	-2	-2	-5
Cn1cc(C(=O)c2ccc(Cl)cc2)cc1-c1nc2ccccc2n1C	0.1	i	-3	-8	-6	-5	-4	-3	2
Cc1c(C(=O)Nc2nnc(C(F)(F)F)s2)oc2ccccc12	0.6	i	-7	1	-2	-2	0	1	-1
Cc1ccc(-c2c(C(=O)NCc3ccc(F)cc3)oc(=O)c3ccccc23)cc1	-1.5	i	2	-3	1	-4	-5	1	30
COc1ccc(CCN2C(=O)C3CC(C)=C(C)CC3C2=O)cc1OC (centres undefined)	-0.6	i	-17	-8	2	-3	-2	-1	-9
COc1ccc(-n2cc(C(=O)O)c3ccccc3c2=O)cc1	1.2	i	-32	0	0	-6	-18	-2	-4
CN(C)C(=O)c1ccc(NC(=O)COC(=O)c2cc3c(s2)CCCCC3)cc1	0.5	i	-12	-9	-2	0	-10	3	4
Cc1c(NC(=O)c2cccc(-c3cc4ccccc4oc3=O)c2)cccc1-c1nc2ncccc2o1	0.8	i	12	-20	1	-4	0	-6	22
COc1cc(CNc2ccccc2SC)ccc1O	-1.1	i	11	4	4	-7	6	3	1
Cn1ccnc1SCC(=O)Nc1ccc(SC(F)F)cc1	0.0	i	-7	1	3	0	1	2	-3
CCCS(=O)(=O)NC(=O)C1(C)CCCN(C(=O)c2ccccc2Br)C1 (centres undefined)	-1.3	i	10	7	2	-4	-6	2	-6
CCN(CC)C(=O)C1=C(C)N(Cc2ccc(F)cc2)C(=O)C(CC(=O)NCCc2ccccn2)C1 (centres undefined)	0.5	i	1	-6	2	-7	1	-3	-10
COc1cccc(NC(=O)CN2CCN(CC(=O)Nc3ccccc3Cl)CC2)c1	0.1	i	13	-14	-4	-2	2	-2	-3
CC(C)OC(=O)CC(=O)CSc1nc2c(c(-c3cccs3)c1C#N)CCC2	1.2	i	14	-6	-5	-3	-3	0	39
O=c1c2c3c(sc2ncn1Cc1ccc(F)cc1)CCC3	1.4	i	33	-66	-7	-2	-19	-4	-3
CCOC(=O)c1ccc(NC(=O)CSCc2ccco2)cc1	0.2	i	-8	-19	-18	-7	-14	3	-6
Cc1cccc(NS(=O)(=O)c2cccc(C(=O)N3CCN(C/C=C/c4ccccc4)CC3)c2)c1	-0.2	i	-13	2	-1	1	6	1	15
CC(C)C[C@@H](CO)N1CCN(Cc2ccc([N+](=O)[O-])cc2)CCC1=O	0.5	i	-3	17	0	-1	-12	-2	-4
CCCn1c(N)c(C(=O)COC(=O)COc2ccc(Cl)c(C)c2)c(=O)n(C)c1=O	0.3	i	7	6	3	-3	-5	0	11
C=CCN=C1SC(C)(C)C(=O)N1S(=O)(=O)c1ccc(C)cc1	1.4	i	-9	12	2	-2	2	0	-2
CC1CCC2(CC1)NC(=O)N(CC(=O)Nc1ccc3c(c1)CCC3)C2=O (centres undefined)	0.7	i	-2	-12	9	-3	-9	-1	0
C[C@H](CO)N1C[C@H](C)[C@@H](CN(C)S(=O)(=O)c2cn(C)cn2)Oc2c(NS(=O)(=O)c3ccccc3)cccc2C1=O	0.9	i	-14	-6	-1	-3	-6	2	-11
COCCN(C(=O)CC1C(=O)NCCN1CC(c1ccccc1)c1ccccc1)C(C)C (centres undefined)	2.6	i	-9	-17	4	-10	2	1	-10
